# Compound activity deposited in PubChem BioAssay by National Center for Advancing Translational Sciences (NCATS).
# PNC assembly inh = High Content Assay for Compounds that inhibit the Assembly of the Perinucleolar Compartment | PC3M PTB-GFP, PNC prevalence imaging, 16 h; hits give low values | activity change (PNC), negative = inhibition, % at 10 µM | AID 2417, 2010 | hit rate 3.1% among 140,000;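 active = readout at or below -70, meaning at least 70% loss of cells showing the perinucleolar compartment, a nuclear body marking cancer cells; inconclusive = readout between -30 and a set limit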;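 note: plate controls were DMSO wells for no effect and camptothecin positive control wells for full effect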
#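 Compounds are pinned in duplicate onto adhered PC3M cells stably expressing GFP-tagged PTB and incubated 16 h at 37 C. Cells are then fixed, nuclei stained with Hoechst, and PNC-positive cells counted.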
# ALOX12 inhib = qHTS Assay for Inhibitors of 12-hLO (12-human lipoxygenase) | Polyunsaturated fatty acid lipoxygenase ALOX12 (Homo sapiens), P18054 | purified 12-hLO, xylenol orange hydroperoxide absorbance | Potency, µM (highest dose often 57.1 µM), without a hit: at the highest dose activity change, negative = inhibition, most hits filed as inhibitors | hit rate 0.12% among 150,000 | AID 1452, 2008; note: potency is the fitted concentration of half-maximal effect; nearly all actives have a fitted effect of over 55% in size; many of its hits are not listed in these tables
# Target sequence (P18054 whole entry, looked up): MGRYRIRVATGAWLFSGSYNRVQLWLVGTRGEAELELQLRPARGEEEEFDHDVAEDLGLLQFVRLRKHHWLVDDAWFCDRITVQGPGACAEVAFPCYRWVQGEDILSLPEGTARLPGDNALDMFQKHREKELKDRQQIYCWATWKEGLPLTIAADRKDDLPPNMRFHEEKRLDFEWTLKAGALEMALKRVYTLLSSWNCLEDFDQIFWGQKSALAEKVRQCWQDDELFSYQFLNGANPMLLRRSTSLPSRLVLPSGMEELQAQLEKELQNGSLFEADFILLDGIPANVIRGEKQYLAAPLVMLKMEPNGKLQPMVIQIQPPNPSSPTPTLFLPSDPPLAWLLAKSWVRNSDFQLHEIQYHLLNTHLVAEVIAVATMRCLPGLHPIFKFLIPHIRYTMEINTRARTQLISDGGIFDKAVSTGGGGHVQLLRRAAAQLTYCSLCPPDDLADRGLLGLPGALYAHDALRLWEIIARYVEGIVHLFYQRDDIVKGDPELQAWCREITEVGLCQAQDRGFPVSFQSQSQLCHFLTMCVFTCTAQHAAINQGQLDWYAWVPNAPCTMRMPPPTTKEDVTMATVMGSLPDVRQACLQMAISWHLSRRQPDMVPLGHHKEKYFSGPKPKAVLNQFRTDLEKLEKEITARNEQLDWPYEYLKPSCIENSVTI
#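 Purified human 12hLO (150 nM), preincubated 15 min with compound, then 40 uM arachidonic acid for 30 min, room temperature, Hepes pH 7.0 with 0.01% Triton X-100. Hydroperoxide detected by ferrous iron/xylenol orange; 573/405 nm absorbance ratio gives reaction progress.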
# IMPase inh = qHTS Assay for Identifying the Cell-Membrane Permeable IMPase Inhibitors; Inositol monophosphatase 1 (Rattus norvegicus), P97697; inhibition (IP1 accumulation), % at 46.1 µM; 120,000 tested, under 10 active; CHO-M1 cells, IP1 accumulation, HTRF TR-FRET ratio; AID 901, 2007; active = well fitted curve in the direction sought with a large enough effect in the signal ratio, not every such curve was filed as active; inconclusive = small, poorly fitted or top-dose-only effect, or a change in a side signal; inactive = no such curve, though single readings can be large or run the other way; the % refers to the signal ratio;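 note: cells stimulated with carbachol in lithium chloride buffer; plate controls were DMSO basal wells for no effect and reference inhibitor wells for full effect; higher means more IMPase inhibition seen as more IP1 and lower FRET ratio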
# Target sequence (P97697 whole entry, looked up): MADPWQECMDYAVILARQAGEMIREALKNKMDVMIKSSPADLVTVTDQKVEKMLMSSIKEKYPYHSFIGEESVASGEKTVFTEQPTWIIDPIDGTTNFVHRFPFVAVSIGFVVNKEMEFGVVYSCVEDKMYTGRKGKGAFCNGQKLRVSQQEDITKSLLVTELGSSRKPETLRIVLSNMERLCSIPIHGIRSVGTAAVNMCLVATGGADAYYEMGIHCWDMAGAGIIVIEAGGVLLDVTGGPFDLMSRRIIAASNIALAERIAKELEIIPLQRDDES
#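 Carbachol-driven Gq signalling in CHO-M1 cells (2000/well) generates IP1. Compounds that block IMPase raise IP1 and so reduce the FRET signal from Eu-anti-IP1 and d2-IP1 after a 10 min room-temperature lysis.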
# 15-hLO-2 inh = qHTS Assay for Inhibitors of 15-hLO-2 (15-human lipoxygenase 2) | purified 15hLO-2, xylenol orange hydroperoxide absorbance | AID 881, 2007 | hit rate 0.56% among 110,000 | Potency, µM (highest dose often 57.1 µM), for the others: top-dose activity change, negative = inhibition, actives largely listed as inhibitors | Polyunsaturated fatty acid lipoxygenase ALOX15B (Homo sapiens), O15296; note: potency is the fitted concentration of half-maximal effect; nearly all actives have a fitted effect of over 60% in size; many of its hits are not listed in these tables
#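 Purified human 15hLO-2 (50 nM final) preincubated with compounds 15 min at room temperature in 25 mM Hepes pH 7.5, 0.01% Triton X-100, then 45 uM arachidonic acid added for 90 min; hydroperoxide detected via ferrous/xylenol orange, 573/405 nm absorbance ratio.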
# Numbers without * were called inactive; ? = inconclusive; . = not tested or not shown; [ ] = dose if it differs, or a comment. Unless noted, calls come from the whole dose curve; as a rule, active = well fitted curve in the direction sought with a large enough effect; inconclusive = small, poorly fitted or top-dose-only effect, or another doubt; inactive = no such curve, though single readings can be large; an effect the other way counts as inactive or inconclusive. Unless noted, % is set by controls: 0 for no effect and ±100 for the full control effect. Only part of the results is shown; count on the stated rates, not on these rows.
Structure,ALOX12 inhib,IMPase inh,15-hLO-2 inh,PNC assembly inh
CC(=O)c1ccc(N(C(=O)Cn2nnc3ccccc32)C(C(=O)NC2CCCCC2)c2cn(C)nc2C)cc1 (configuration not stated),10%,3,.,?
O=C(N/N=C/c1cccs1)/C(=C/c1ccccc1)NC(=O)c1ccccc1,-2%,-3,.,-9
CC(C)(C)NS(=O)(=O)c1ccc2c(c1)oc(=O)c1cc(S(=O)(=O)NC(C)(C)C)ccc12,-2%,-7,-8%,15
CC1=C(C(=O)Nc2ccc(C)cn2)C(c2cnn(C)c2)C2=C(CCCC2=O)N1 (configuration not stated),-1%,.,.,70
CCC(SC1=Nc2ccccc2C2=NC(CC(C)C)C(=O)N12)C(=O)Nc1ccc2c(c1)OCO2 (configuration not stated),-21%,1,-23%,?
O=C(NC(=S)Nc1nc2c(s1)CCCC2)c1ccccc1,2%,.,.,49
CCOC(=O)N/N=C/c1ccccc1OCc1ccc(Cl)cc1,0%,.,.,?
CCn1c(SCC(=O)Nc2cc(C)on2)nnc1-c1ccc(S(=O)(=O)N2CCCC2)cc1,1%,1,-3%,18
O=c1[nH]c2ccc(S(=O)(=O)N3CCCCC3)cc2o1,-10%,2,.,-29
Cc1ccc(S(=O)(=O)/C=C/c2ccccc2)cc1,1%,18,.,-22
O=C(NCC(c1cccs1)N1CCOCC1)c1ccccc1NS(=O)(=O)c1ccc(Br)cc1 (configuration not stated),2%,.,.,?
Cc1cccc(Cn2cnc3c(nnn3Cc3ccccc3F)c2=O)c1,-8%,?,-8%,7
O=C(Nc1ccccc1C(=O)N1CCCCC1)C1CCCCC1,-5%,-1,-8%,13
O=C(c1ccc(Br)cc1)C1CCc2occc2C1=O (configuration not stated),?,1,-13%,3
CCOC(=O)N1CCC(N2CCN(S(=O)(=O)CC)CC2)CC1,-5%,4,-21%,3
O=C(Cc1ccc(NS(=O)(=O)c2ccc(F)cc2)cc1)NCc1ccccc1,4%,1,-4%,50
O=S(=O)(Nc1ncn[nH]1)c1ccc(Cl)cc1,-2%,-7,7%,-9
O=C(NC1=NCCS1)c1ccc(Cl)c(S(=O)(=O)N2CCCCC2)c1,1%,6,-10%,55
CC(=O)NC1=NN(C(C)=O)C(C)(CCS(=O)(=O)c2ccc(Cl)c(Cl)c2)S1 (configuration not stated),1%,.,.,72
Cc1ccc(NC(=O)C2CCN(S(=O)(=O)c3ccc(F)cc3)CC2)cc1,-3%,1,-10%,?
CN1CCN(c2ncc3nc(-c4ccc(Cl)cc4)c(=O)n(C4CC4)c3n2)CC1,-7%,.,31%[activator],.
O=S(=O)(c1ccccc1)N1CCN(C2CCCCCCC2)CC1,-1%,8,7%[2.29 µM],-7
CCOC(=O)N1CCN(C(=O)COc2cc(=O)n(CC)c3ccccc23)CC1,-4%,4,-2%,-15
O=C(c1ccco1)N1CCN(Cc2cccnc2)CC1,-5%,-3,-11%,7

# Part of the list above in order of count of non-hydrogen atoms, smallest number first:
Structure,ALOX12 inhib,IMPase inh,15-hLO-2 inh,PNC assembly inh
O=S(=O)(Nc1ncn[nH]1)c1ccc(Cl)cc1,-2%,-7,7%,-9
O=C(c1ccco1)N1CCN(Cc2cccnc2)CC1,-5%,-3,-11%,7
CCOC(=O)N1CCC(N2CCN(S(=O)(=O)CC)CC2)CC1,-5%,4,-21%,3

# The listing continues:
Structure,ALOX12 inhib,IMPase inh,15-hLO-2 inh,PNC assembly inh
COc1ccc(NC(=O)C2CC(=O)OC23CCOC(C)(C)C3)cc1 (configuration not stated),1%,-8,2%,12
Cc1ccc(S(=O)(=O)N[C@H](C(=O)N2CCC(C(=O)NCC(=O)O)CC2)C(C)C)cc1,-1%,-2,-2%,-24
COc1ccccc1C1NC(=O)NC(C)=C1C(C)=O (configuration not stated),0%,-7,1%,?
O=C1c2ccccc2C(=O)N1CCN1CCOCC1,0%,0,6%,15
Cc1ccnc(N2C(=O)c3cccc4c([N+](=O)[O-])ccc(c34)C2=O)c1,0%,37[activator],-5%,28
CC(=O)OCC1C2CC[C@H]3C(OCc4ccc(F)cc4C(F)(F)F)OC[C@]4(C)[C@H]3C2=C(CN4C(=O)OC(C)(C)C)[C@H](C)C1COC(C)=O (some centres not stated),-5%,.,3%,.
O=C(CSCc1cccc(Cl)c1)Nc1ccccc1-c1ccccc1,-3%,12,.,7
O=C(CN1CCN(c2ccccn2)CC1)Nc1cc(C(F)(F)F)ccc1Cl,-13%,?,6%,?
CCCCCCC(=O)NNC(=O)CC(=O)Nc1ccccc1C(=O)O,1%,-15,.,19
CC(=O)c1ccc(N2CCN(C(=O)CCCn3c(=S)[nH]c4cc5c(cc4c3=O)OCO5)CC2)cc1,-3%,0,4%,?
O=C(CC1CCCCC1)N1CCCC(c2nc(-c3ccc(S(=O)(=O)N4CCCC4)cc3)no2)C1 (configuration not stated),-13%,6,-7%,-8
CC1(C)NC(=O)N(CCCCOc2ccc(Br)cc2Cl)C1=O,-4%,2,7%,-8
Cc1[nH]c2ccc(-c3n[nH]c(=S)n3Cc3ccccc3)cc2c1C,-11%,.,.,57
COC(=O)c1ccccc1NC(=O)NCc1ccco1,2%,-7,4%,-19
O=C(CSc1nnc(SCc2ccccc2)s1)N/N=C/C=C/c1ccccc1[N+](=O)[O-],0%,.,.,?
Cc1ccc(NC(=O)CCC(=O)NNC(=O)c2ccco2)c(C)c1,3%,-1,7%,?
CCOc1ccc(NC(=O)CSc2nnc(-c3ccccn3)n2N)cc1,-4%,-2,6%,?
CCn1c(SCc2cccnc2)nnc1-c1c[nH]c2ccccc12,-7%,7,11%,9
COCCOC(=O)C1=C(C)NC(=O)NC1c1c(OC)ncnc1OC (configuration not stated),-5%,1,-5%,-11
COc1cccc(-c2csc(N3CCN(C(=S)Nc4cccc(Cl)c4)CC3)n2)c1,?,7,?,28
CCc1ccc(NC(=O)CSc2nc3cc(C(=O)OC)ccc3c(=O)n2CC2CCCO2)cc1 (configuration not stated),-5%,0,-9%,-28
Cc1c(C(=O)N2CCOCC2)sc(NC(=O)c2ccc3c(c2)OCO3)c1C#N,1%,0,-5%,-27
CCOC(=O)c1[nH]nc2c1C(=O)N(Cc1ccccc1)C2=O,-1%,8,-10%,-26
Cc1ncsc1CCSc1n[nH]c(=O)n1-c1ccccc1,-2%,-10,11%[2.29 µM],-16
CSc1nc2ccc(NS(=O)(=O)c3ccc4c(c3)OCCO4)cc2s1,-19%,1,-18%,15
O=C(C[n+]1ccc(C(=O)N/N=C/c2ccc(Cl)cc2Cl)cc1)c1ccccc1,-10%,0,27%,-3
CC1(C)CC(=O)C2=C(C1)N(Cc1cccnc1)C(=O)C2(NC(=O)c1cccnc1)C(F)(F)F (configuration not stated),-6%,5,-1%,50
CCc1nnc(NC(=O)CCC(=O)NCCc2ccc(OC)c(OC)c2)s1,-2%,.,.,10
N#CCSCC(=O)Nc1ccc(Cl)cc1,-7%,1,-2%,23
c1cncc(-c2nc(-c3ccco3)cs2)c1,-3%,-9,-12%,9
CCCC(C(=O)NCc1ccco1)N(C(=O)CNS(=O)(=O)c1ccc(Cl)cc1)C1CCCC1 (configuration not stated),-12%,3,-3%,19
Cc1ccc(C2OC34CCCCCC3C(C#N)(C(=N)O4)C2(C#N)C#N)cc1 (configuration not stated),-1%,.,.,22
COC(=O)c1cc2c(ccn2-c2ccc(F)cc2)n1Cc1ccc(OC(C)=O)cc1,-26%,3,.,?
CC1(C)CC(=O)C(C(C2=C(O)CC(C)(C)CC2=O)c2ccc(Br)s2)C(=O)C1 (configuration not stated),-28%,.,.,-1
Cc1cnc(C(=O)OCC(=O)Nc2ccc(C)c(S(=O)(=O)N3CCCCC3)c2)cn1,-2%,11,.,?
O=C(Cn1nnc(-c2ccccc2)n1)c1ccccc1,1%,1,-4%,?
CCCCn1c(=O)n(CC(=O)Nc2ccc(C)c(Cl)c2)c(=O)c2c1ncn2Cc1ccco1,-9%,-1,2%,12
Cc1oc(-c2cccs2)nc1CS(=O)CC(=O)NCCCN1CC(C)CC(C)C1 (configuration not stated),1%,5,17%,4
CCCCN1C(=O)Nc2ccccc2S1(=O)=O,-4%,.,.,6
CC(C)C(c1nnnn1Cc1ccccc1)N1CCC(C(N)=O)CC1 (configuration not stated),-3%,2,2%,-3
CN(C)CCSc1nc(N)c2c3c(sc2n1)COC(C)(C)C3,-1%,8,.,10
CC(C)Oc1ccc(C(=O)OC(C)C(=O)Nc2nc(-c3cccc([N+](=O)[O-])c3)cs2)cc1 (configuration not stated),3%,.,.,8
Cc1ccc2c(CC(=O)OC(C)C(=O)NCc3ccc4c(c3)OCO4)coc2c1 (configuration not stated),-21%,8,1%,?
Cc1cc(Nc2ccccc2N2CCOCC2)n2ncnc2n1,-3%,-1,-7%,-12
Cc1cc(C(C)(C)C)oc1C(=O)N1CCN(C(=O)c2oc(C(C)(C)C)cc2C)CC1,-2%,-2,-1%,?
CN1CCN(c2nc3c(c(=O)[nH]c(=O)n3C)n2CCCSc2ncccn2)CC1,-3%,5,-6%,?
COc1cc2c(cc1OC)C(c1cc3cc4c(cc3[nH]c1=O)OCO4)N(C(=O)C(C)C)CC2 (configuration not stated),0%,10,.,?
CCc1nc(-c2ccc(OC)c(OC)c2)cc2cc(OC)c(OC)cc12,1%,-8,.,-23
CCn1c(NC(=O)c2cccs2)nc2ccccc21,-8%,-3,12%,-8
Cc1ccccc1NC(=O)CSc1nc(N2CCCCC2)nc(N2CCCCC2)n1,2%,-1,11%,93
COc1cc(NC(=O)c2cc3sccc3n2C)cc(OC)c1,2%,4,-8%,14
N#Cc1c(NC(=O)c2ccccc2)sc2c1CCC2,-1%,-6,-12%,-9
CCC(C)[C@H](N)c1nnc(SCc2cccc(F)c2)o1 (some centres not stated),2%,1,0%,-10
O=C(CN1CCN(S(=O)(=O)c2ccc(Br)cc2)CC1)Nc1ccc(F)cc1,-12%,22,5%,?
Cc1nn(Cc2ccccc2)c(C)c1NC(=O)Cn1nc([N+](=O)[O-])c(Cl)c1C,2%,5,12%,?
COc1ccccc1CNC(=O)CSc1nc2nc(C)cc(C)n2n1,10%,-17,0%,-5
CCn1nnnc1SCCSc1nnnn1CC,1%,0,6%,-24
CC(OC(=O)c1cccs1)C(=O)NCc1cccs1 (configuration not stated),-5%,2,-1%,7
CC[C@@H]1OC(=O)[C@H](C)[C@H](O[C@@H]2C[C@](C)(OC)[C@H](O)[C@H](C)O2)[C@H](C)[C@H](O[C@@H]2O[C@@H](C)C[C@@H](N(C)C)[C@@H]2O)[C@](C)(O)C[C@H](C)[C@@H]2N[C@H](COCCOC)O[C@H]([C@@H]2C)[C@]1(C)O,0%[25.6 µM],-6[20.6 µM],4%[25.6 µM],.
Cc1oc2c(C)c(O)ccc2c(=O)c1-c1ccc2ccccc2n1,4%,1,-7%,-20
O=C1CSC2(CCN(CCCN3c4ccccc4Sc4ccc(Cl)cc43)CC2)N1,2%[11.4 µM],.,3%[11.4 µM],.
Cc1cc(C)cc(C(=O)NCC(=O)OCC(=O)N2CCN(S(=O)(=O)c3ccc4ccccc4c3)CC2)c1,-4%,.,.,-1
